Assay outcomes as filed in PubChem.
TcdB GH inh = TcdB glycohydrolase inhibition | P18177 | TcdB glycohydrolase enzymatic assay, plate reader | inhibition, % at 9.99 µM | 0.24% of 350,000 active | AID 652162; in the data active = inhibition above about 10%
Mtb BioA inh = inhibitors of Mycobacterium tuberculosis BioA enzyme. purified M. tuberculosis BioA enzyme, plate reader. inhibition, % at 9.99 µM. AID 602481. 0.096% of 360,000 active; in the data active = inhibition above about 40%
* = called active by the depositor. The list is partial; rates above refer to the full screens.

SMILES	TcdB GH inh	Mtb BioA inh
O=C(C[C@@H]1C[C@H]2c3cc(NC(=O)C4CCC4)ccc3O[C@H]2[C@@H](CO)O1)NCCc1ccccc1	-0.1	0.0
COc1ccc(CN(C)C[C@@H]2Oc3ccc(NS(=O)(=O)c4ccc(C)cc4)cc3CC(=O)N([C@H](C)CO)C[C@@H]2C)cc1	-8.2	13.6
COCC(=O)N1C[C@@H](C)[C@@H](OC)CN(C)C(=O)c2ccc(NC(=O)Nc3ccccc3)cc2OC[C@@H]1C	0.4	0.2
C[C@H]1CN([C@@H](C)CO)C(=O)c2cc(-c3cccc(C#N)c3)cnc2O[C@H]1CN(C)Cc1cccnc1	-22.9	10.5
Cc1ccccc1S(=O)(=O)N1C[C@@H](O)COC[C@@H]2O[C@H](CC(=O)N3CCN(C)CC3)CC[C@H]21	0.2	-2.6
COc1ccc(CN(C)C[C@H]2OCCCC[C@@H](C)Oc3ccc(NC(=O)NC4CCCCC4)cc3C(=O)N([C@@H](C)CO)C[C@H]2C)cc1	0.4	-1.5
C[C@@H]1CN([C@H](C)CO)C(=O)Cc2cc(NC(=O)Nc3cccc4ccccc34)ccc2O[C@H]1CN(C)C(=O)Nc1ccc2c(c1)OCO2	-1.3	-1.4
COCC(=O)Nc1ccc2c(c1)[C@H]1C[C@H](CC(=O)NC3CCCC3)O[C@H](CO)[C@H]1O2	-0.8	0.1
CO[C@H]1CN(C)C(=O)c2cc(NC(C)=O)ccc2OC[C@@H](C)N(C(=O)c2cccnc2)C[C@@H]1C	0.8	-1.6
C[C@@H]1CCCCO[C@@H](CN(C)C(=O)CCCN(C)C)[C@H](C)CN([C@@H](C)CO)C(=O)c2cc(NC(=O)Nc3ccc(F)cc3)ccc2O1	-2.3	0.3
CCCNC(=O)N1C[C@@H](C)[C@@H](OC)CN(C)C(=O)c2cc(NC(=O)CC)ccc2OC[C@@H]1C	0.4	-0.9
COc1ccc(CN(C)C[C@@H]2OCCCC[C@H](C)Oc3ccc(NS(=O)(=O)c4cn(C)cn4)cc3C(=O)N([C@H](C)CO)C[C@@H]2C)cc1	-5.6	-3.3
C[C@@H]1CN([C@H](C)CO)C(=O)Cc2cc(NC(=O)NC3CCCCC3)ccc2O[C@@H]1CN(C)Cc1ccc(C(=O)O)cc1	0.4	4.2
C/C=C/c1cnc2c(c1)C(=O)N([C@H](C)CO)C[C@@H](C)[C@H](CN(C)Cc1ccncc1)O2	0.4	3.0
COCC#Cc1cnc2c(c1)C(=O)N([C@@H](C)CO)C[C@@H](C)[C@@H](CN(C)C(=O)c1cccc(F)c1)O2	0.2	-0.8
COc1ccc(NC(=O)Nc2ccc3c(c2)C(=O)N([C@H](C)CO)C[C@H](C)[C@H](CN(C)Cc2ccccc2)OCCCC[C@H](C)O3)cc1	0.6	0.0
C[C@@H]1CN([C@H](C)CO)C(=O)c2cccc(NC(=O)c3nc4ccccc4s3)c2O[C@@H]1CN(C)C(=O)NC1CCCCC1	0.7	1.2
Cc1noc(C)c1NC(=O)Nc1ccc2c(c1)C(=O)N([C@H](C)CO)C[C@@H](C)[C@H](CN(C)C(=O)Nc1cccc3ccccc13)O2	0.6	-1.4
C[C@H]1CCCCO[C@H](CN(C)C(=O)c2ccccc2)[C@@H](C)CN([C@@H](C)CO)C(=O)c2cc(NS(=O)(=O)c3cccs3)ccc2O1	0.6	-0.3
COCC(=O)N(C)C[C@@H]1Oc2cc(C#CC3CC3)ccc2S(=O)(=O)N([C@H](C)CO)C[C@H]1C	0.1	-1.6
O=C(C[C@@H]1C=C[C@H](NC(=O)Cc2ccccn2)[C@H](CO)O1)NCCCN1CCOCC1	-1.5	-1.5
C[C@H](CO)N1C[C@H](C)[C@H](CN(C)CC2CC2)OCCCC[C@H](C)Oc2ccc(NC(=O)Cc3ccccc3)cc2C1=O	0.1	-2.3
Cc1noc(C)c1NC(=O)N(C)C[C@H]1Oc2c(NC(=O)Nc3cccc4ccccc34)cccc2C(=O)N([C@@H](C)CO)C[C@@H]1C	0.0	1.4
COc1ccc(C(=O)Nc2ccc3c(c2)C(=O)N(C)C[C@@H](OC)[C@@H](C)CN(C)[C@H](C)CO3)cc1	0.7	0.5
C[C@H]1CN([C@@H](C)CO)C(=O)Cc2cc(NS(=O)(=O)c3cn(C)cn3)ccc2O[C@@H]1CN(C)S(C)(=O)=O	-1.1	-0.4

The closing five entries of the part above come first, to join the parts:
SMILES	TcdB GH inh	Mtb BioA inh
O=C(C[C@@H]1C=C[C@H](NC(=O)Cc2ccccn2)[C@H](CO)O1)NCCCN1CCOCC1	-1.5	-1.5
C[C@H](CO)N1C[C@H](C)[C@H](CN(C)CC2CC2)OCCCC[C@H](C)Oc2ccc(NC(=O)Cc3ccccc3)cc2C1=O	0.1	-2.3
Cc1noc(C)c1NC(=O)N(C)C[C@H]1Oc2c(NC(=O)Nc3cccc4ccccc34)cccc2C(=O)N([C@@H](C)CO)C[C@@H]1C	0.0	1.4
COc1ccc(C(=O)Nc2ccc3c(c2)C(=O)N(C)C[C@@H](OC)[C@@H](C)CN(C)[C@H](C)CO3)cc1	0.7	0.5
C[C@H]1CN([C@@H](C)CO)C(=O)Cc2cc(NS(=O)(=O)c3cn(C)cn3)ccc2O[C@@H]1CN(C)S(C)(=O)=O	-1.1	-0.4
O=C(C[C@H]1C[C@@H]2c3cc(NC(=O)Nc4ccccc4)ccc3O[C@@H]2[C@H](CO)O1)NCc1cccc(F)c1	0.9	-1.6
C[C@@H](NC(=O)C[C@H]1CC[C@@H](NC(=O)CN2CCOCC2)[C@H](CO)O1)c1ccccc1	0.0	-2.1
COCCNC(=O)[C@H]1[C@H](CO)[C@H]2Cn3c(ccc(-c4ccccc4F)c3=O)[C@@H]1N2S(C)(=O)=O	0.8	-0.9
C[C@@H](NC(=O)[C@@H]1[C@@H](CO)[C@@H]2Cn3c(cccc3=O)[C@H]1N2C(=O)C1CCC1)c1ccccc1	-0.1	0.8
COC(=O)[C@@H]1[C@@H](CO)[C@@H]2Cn3c(cccc3=O)[C@@H]2N1C(=O)C1CCC1	0.6	1.0
O=C(N[C@@H]1CC[C@@H](CCn2cc(-c3ccccn3)nn2)O[C@@H]1CO)c1ccc(F)cc1	-0.2	-3.2
C[C@H](CO)N1C[C@H](C)[C@H](CN(C)C(=O)Nc2ccc(C(F)(F)F)cc2)OCCCC[C@H](C)Oc2ccc(NC(=O)C3CCCCC3)cc2C1=O	-0.2	-0.9
CS(=O)(=O)N1CCCCN2[C@@H](CO)[C@H](c3ccc(C4=CCCC4)cc3)[C@@H]2C1	1.5	4.8
COc1ccc(CNC(=O)C[C@H]2C=C[C@H](NC(=O)CN(C)C)[C@H](CO)O2)cc1	0.0	7.2
C[C@@H]1CN([C@H](C)CO)C(=O)c2cc(NS(C)(=O)=O)ccc2O[C@@H]1CN(C)C(=O)NC1CCCCC1	0.0	-3.5
C[C@@H]1CN([C@@H](C)CO)C(=O)c2cccc(NC(=O)Nc3ccccc3)c2O[C@H]1CN(C)Cc1ccc(C(F)(F)F)cc1	0.6	0.7
O=C(C[C@H]1C[C@H]2c3cc(NC(=O)C4CCOCC4)ccc3O[C@H]2[C@@H](CO)O1)NCc1ccccc1F	0.4	-1.7
C[C@@H]1CN([C@H](C)CO)C(=O)Cc2cc(NC(=O)C3CC3)ccc2O[C@@H]1CN(C)C(=O)Nc1ccc(F)cc1	-10.5	-2.6
N#C[C@H]1[C@@H](c2ccc(C#CC3CCCCC3)cc2)[C@@H](CO)N1S(=O)(=O)c1ccccc1	-0.7	-1.3
CC(C)NC(=O)N(C)C[C@H]1Oc2ccc(NC(=O)Cn3cnnn3)cc2CC(=O)N([C@H](C)CO)C[C@H]1C	-0.1	-0.6
COCC(=O)N(C)C[C@H]1Oc2cc(-c3cccc(F)c3)ccc2S(=O)(=O)N([C@H](C)CO)C[C@@H]1C	-2.9	2.9
C[C@@H]1CCCCO[C@H](CN(C)C(=O)Nc2ccc(F)cc2)[C@@H](C)CN([C@H](C)CO)C(=O)c2cc(NS(=O)(=O)c3ccccc3)ccc2O1	-0.4	-1.5
O=C(NC1CCCC1)N1CCCCN2[C@H](CO)[C@@H](c3ccc(-c4cccnc4)cc3)[C@H]2C1	0.0	-4.6
CCCNC(=O)Nc1ccc2c(c1)C(=O)N(C)C[C@H](OC)[C@H](C)CN(Cc1ccc(-c3ccccn3)cc1)[C@H](C)CO2	-1.8	4.3
COc1ccc(CN(C)C[C@H]2Oc3c(NC(=O)C4CCCCC4)cccc3C(=O)N([C@@H](C)CO)C[C@H]2C)cc1	2.1	3.2
COc1cccc(NC(=O)N[C@@H]2C=C[C@@H](CC(=O)Nc3ccc(-c4ccccc4)cc3)O[C@@H]2CO)c1	0.5	-2.4
O=C(NCC[C@H]1CC[C@@H](NC(=O)C2CC2)[C@H](CO)O1)Nc1ccc(C(F)(F)F)cc1	-0.4	1.6
CCCN1C[C@@H](C)[C@H](OC)CN(C)C(=O)c2ccc(NC(=O)c3cccc(OC)c3)cc2OC[C@H]1C	0.8	-3.0
CO[C@@H]1CN(C)C(=O)c2ccc(NC(=O)C3CCOCC3)cc2OC[C@@H](C)N(CC2CCOCC2)C[C@H]1C	-0.5	-1.5
C[C@@H]1CN([C@@H](C)CO)C(=O)c2cc(NC(=O)c3ccccc3)ccc2O[C@@H](C)CCCCO[C@@H]1CN(C)S(=O)(=O)c1cn(C)cn1	0.5	0.5

Rewritten with two lines to a compound: part of the list above
Order of results – TcdB GH inh	Mtb BioA inh
CC(C)NC(=O)N(C)C[C@H]1Oc2ccc(NC(=O)Cn3cnnn3)cc2CC(=O)N([C@H](C)CO)C[C@H]1C
 : -0.1	-0.6
COCC(=O)N(C)C[C@H]1Oc2cc(-c3cccc(F)c3)ccc2S(=O)(=O)N([C@H](C)CO)C[C@@H]1C
 : -2.9	2.9

Among those listed so far, three contain a CF3 group.
SMILES	TcdB GH inh	Mtb BioA inh
C[C@H](CO)N1C[C@H](C)[C@H](CN(C)C(=O)Nc2ccc(C(F)(F)F)cc2)OCCCC[C@H](C)Oc2ccc(NC(=O)C3CCCCC3)cc2C1=O	-0.2	-0.9
C[C@@H]1CN([C@@H](C)CO)C(=O)c2cccc(NC(=O)Nc3ccccc3)c2O[C@H]1CN(C)Cc1ccc(C(F)(F)F)cc1	0.6	0.7
O=C(NCC[C@H]1CC[C@@H](NC(=O)C2CC2)[C@H](CO)O1)Nc1ccc(C(F)(F)F)cc1	-0.4	1.6

More compounds
SMILES	TcdB GH inh	Mtb BioA inh
CN1C(=O)c2cc(NC(=O)c3cnccn3)ccc2OC[C@@H]2O[C@H](CC(=O)NCC3CCCCC3)CC[C@@H]21	0.8	4.5
C/C=C/c1ccc2c(c1)O[C@@H](CN(C)C(C)=O)[C@@H](C)CN([C@H](C)CO)S2(=O)=O	0.9	4.1
CO[C@H]1CN(C)C(=O)c2ccc(NS(=O)(=O)CC(F)(F)F)cc2OC[C@H](C)N(Cc2cccnc2)C[C@@H]1C	0.3	-2.3
C[C@@H]1CN([C@H](C)CO)C(=O)c2cc(C#C[C@@H](C)O)cnc2O[C@H]1CN(C)CC1CCOCC1	0.4	-0.6
C[C@H](O)C#Cc1ccc([C@@H]2[C@@H](CO)N3CCCCN(C(=O)c4ccncc4)C[C@H]23)cc1	1.0	0.3
CO[C@@H]1CN(C)C(=O)c2ccc(NS(C)(=O)=O)cc2OC[C@@H](C)N(C(=O)CN(C)C)C[C@@H]1C	1.4	-2.5
N#C[C@@H]1[C@H](c2ccc(-c3cccc(F)c3)cc2)[C@@H](CO)N1S(=O)(=O)c1cccc(F)c1	-1.1	1.4
C[C@H](O)C#Cc1ccc2c(c1)O[C@@H](CN(C)C(=O)Nc1ccccc1)[C@H](C)CN([C@@H](C)CO)S2(=O)=O	-0.5	-1.1
C[C@@H](O)C#Cc1cnc2c(c1)C(=O)N([C@@H](C)CO)C[C@H](C)[C@@H](CN(C)CC1CCOCC1)O2	0.7	-1.1
COC(=O)C[C@H]1C[C@@H]2c3cc(NC(=O)Nc4ccccc4)ccc3O[C@@H]2[C@H](CO)O1	1.4	1.4
C[C@H]1CN([C@@H](C)CO)S(=O)(=O)c2ccc(C3=CCCC3)cc2O[C@@H]1CN(C)S(=O)(=O)c1cn(C)cn1	0.1	-2.1
Cc1ccc(S(=O)(=O)Nc2ccc3c(c2)C(=O)N([C@@H](C)CO)C[C@H](C)[C@H](CN(C)C(=O)Nc2c(C)noc2C)O3)cc1	-1.0	-0.6
CC(C)C(=O)Nc1ccc2c(c1)C(=O)N(C)[C@@H]1CC[C@@H](CC(=O)O)O[C@H]1CO2	-1.4	-2.3
C[C@@H]1CN([C@@H](C)CO)C(=O)c2cc(NS(=O)(=O)c3ccccc3)ccc2O[C@@H](C)CCCCO[C@H]1CN(C)Cc1ccncc1	-2.8	-0.3
CC(=O)N(C)C[C@@H]1Oc2cc(C#Cc3cccnc3)ccc2S(=O)(=O)N([C@@H](C)CO)C[C@@H]1C	0.1	7.2
COc1cccc(S(=O)(=O)Nc2ccc3c(c2)[C@@H]2C[C@@H](CC(=O)NC4CCCCC4)O[C@@H](CO)[C@@H]2O3)c1	-1.2	-1.8
C[C@@H]1CN([C@H](C)CO)C(=O)c2cccc(NC(=O)C3CCCCC3)c2O[C@H]1CN(C)S(=O)(=O)c1ccc(F)cc1	0.9	0.5
COc1ccc(S(=O)(=O)Nc2ccc3c(c2)C(=O)N([C@@H](C)CO)C[C@H](C)[C@H](CN(C)C(=O)Nc2ccc(C(F)(F)F)cc2)OCCCC[C@@H](C)O3)cc1	0.7	-0.7
C[C@H]1CN([C@@H](C)CO)C(=O)Cc2cc(NS(=O)(=O)c3ccccc3)ccc2O[C@@H]1CN(C)Cc1ccc(C(F)(F)F)cc1	-4.4	-6.7
Cc1noc(C)c1NC(=O)N(C)C[C@H]1OCCCC[C@@H](C)Oc2ccc(NS(=O)(=O)c3ccccc3)cc2C(=O)N([C@@H](C)CO)C[C@@H]1C	-0.5	1.6
C[C@H](CO)N1C[C@H](C)[C@H](CN(C)S(=O)(=O)c2ccccc2F)Oc2cc(-c3ccccc3)ccc2S1(=O)=O	-0.8	1.6
CNC[C@H]1Oc2cc(C#CC(C)(C)O)ccc2S(=O)(=O)N([C@H](C)CO)C[C@H]1C	-1.6	-1.4
Cc1noc(C)c1S(=O)(=O)Nc1ccc2c(c1)C(=O)N([C@H](C)CO)C[C@H](C)[C@H](CN(C)Cc1ccc(C(F)(F)F)cc1)OCCCC[C@H](C)O2	0.4	-1.0
O=C(C[C@H]1CC[C@@H]2[C@H](COC[C@H](O)CN2S(=O)(=O)c2cccc(Cl)c2)O1)NCCCN1CCOCC1	0.7	-2.2
